# From PubChem BioAssay
# TEAD-YAP inh: TEAD-YAP interaction inhibition, primary screen, TEAD-YAP interaction inhibitor project, luminescence, HEK-TIYL cells; TEAD-Gal4/YAP UAS-luciferase luminescence; inhibition, % at 9.12 µM; 640,000 compounds, 1.4% hits; AID 1259422, 2018; in the data active means inhibition above about 32%;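 further: 0% = median of test compound wells and 100% = reference inhibitor wells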
# MITF primary: MITF inhibitors, primary screen, biochemical, AlphaScreen, human. inhibition, % at 2.6 µM. Microphthalmia-associated transcription factor (Homo sapiens), O75030. 650,000 compounds, 0.91% hits. AlphaScreen MITF homodimerization, bead proximity signal. AID 1259374, 2018; in the data active means inhibition above about 50%;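 further: 0% = vehicle wells with protein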
# Target sequence (O75030 whole entry, looked up): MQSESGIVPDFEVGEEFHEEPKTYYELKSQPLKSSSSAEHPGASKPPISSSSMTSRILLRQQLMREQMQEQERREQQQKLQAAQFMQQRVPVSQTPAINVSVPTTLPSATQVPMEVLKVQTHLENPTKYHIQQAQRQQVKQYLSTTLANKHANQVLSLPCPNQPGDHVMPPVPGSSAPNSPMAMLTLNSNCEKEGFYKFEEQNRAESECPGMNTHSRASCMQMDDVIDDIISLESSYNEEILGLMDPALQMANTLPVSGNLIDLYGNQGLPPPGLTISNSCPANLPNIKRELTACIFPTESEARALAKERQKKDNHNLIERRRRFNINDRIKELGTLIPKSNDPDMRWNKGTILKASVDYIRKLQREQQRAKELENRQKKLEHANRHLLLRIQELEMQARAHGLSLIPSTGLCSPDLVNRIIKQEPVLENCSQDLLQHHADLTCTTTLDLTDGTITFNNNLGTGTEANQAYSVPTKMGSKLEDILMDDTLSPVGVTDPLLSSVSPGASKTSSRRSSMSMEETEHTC
# FBW7 act: FBW7 E3 ligase activators, primary screen, biochemical, AlphaScreen, human; F-box/WD repeat-containing protein 7 (Homo sapiens), Q969H0; AlphaScreen FBW7–phospho-cyclin E peptide binding, activator screen; normalized activity (activation), % at 26.1 µM; 650,000 compounds, 0.13% hits; AID 1259310, 2017; in the data active means normalized activity above about 1.9%;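 further: purified mutant Fbw7 with reduced substrate affinity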
# GPR151 ag: activators of human GPR151, primary screen, cell-based, PathHunter beta-arrestin, luminescence | AID 1508602, 2020 | PathHunter beta-arrestin GPR151 cells | activation, % at 11.2 µM | 650,000 compounds, 1% hits | G-protein coupled receptor 151 (Homo sapiens), Q8TDV0; in the data active means activation above about 4.9%;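 further: 0% = median of compound wells and 100% = cells with positive control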
# An asterisk follows results filed as active. An unsorted share of the library, and some 3.4% of all compounds hit somewhere here.
1: COc1cc(NC(=O)c2cccc(-n3cc(NC(=O)Cc4cccc(Oc5ccccc5)c4)cn3)c2)cc(OC)c1OC
2: O=C(N/N=C\c1cccs1)c1cnccn1
3: Cc1cc(C)cc(C(=O)N2CCN=C2c2ccccc2)c1
4: CC(C)NC(=O)c1nnc(Cc2ccc(Cl)cc2)o1
5: CN1CCN(C(=O)CN(c2cc(C(F)(F)F)ccc2Cl)S(C)(=O)=O)CC1
6: CC(C)CC(c1nnnn1Cc1ccc2c(c1)OCO2)N1CCC(C(N)=O)CC1 (configuration not stated)

Compound	1	2	3	4	5	6
TEAD-YAP inh	3	-28	5	1	-7	0
MITF primary	11	-7	9	0	-14	-2
FBW7 act	-0.1	-0.1	0.0	-0.1	-0.1	0.1
GPR151 ag	2.5	0.5	1.9	0.2	-0.5	-0.1

7: CCCS(=O)(=O)c1nc(S(=O)(=O)c2ccc(C)cc2)c(N2CCOCC2)s1
8: CCCCN(CC)C(=O)c1oc2ccc(S(=O)(=O)N3CCCC3)cc2c1C
9: CCOc1ccc(-c2nc(COC(=O)c3ccc(C=O)cc3)cs2)cc1OC
10: O=C(CSc1nnc(-c2ccco2)n1-c1ccccc1)c1ccc(Cl)cc1
11: O=C(NCCC1CCCCN1S(=O)(=O)c1ccccc1)C(=O)Nc1ccccc1 (configuration not stated)
12: CCC(C)NC(=O)CN(c1cc(C(F)(F)F)ccc1Cl)S(C)(=O)=O (configuration not stated)

Compound	7	8	9	10	11	12
TEAD-YAP inh	20	-7	-12	-4	-9	-1
MITF primary	12	-8	4	-2	1	9
FBW7 act	0.1	-0.2	0.1	-0.1	-0.1	0.0
GPR151 ag	4.3	2.2	0.0	0.9	1.7	-1.1

13: Cc1ccc(C)c(C(=O)Nc2ccc(S(=O)(=O)Nc3nc(C)cc(C)n3)cc2)c1
14: CCc1ccc(NC2=C(Cl)C(=O)N(c3ccc(OC)cc3)C2=O)cc1
15: Cc1cc(C)cc(NC(=O)CCS(=O)(=O)c2ccc3c(c2)SCC(=O)N3)c1
16: CCCOc1ccccc1C1C2=C(CC(C)(C)CC2=O)NC(CC)=C1C(=O)OCC (configuration not stated)
17: O=C(C1CCC1)N1CCN(C2=NN=C(c3cccs3)CS2)CC1
18: CC(C)CCn1c(Cl)nc2c1c(=O)n(C)c(=O)n2C

Compound	13	14	15	16	17	18
TEAD-YAP inh	6	2	-4	13	-35	-4
MITF primary	7	19	3	3	14	-2
FBW7 act	0.1	0.1	-0.1	0.1	-0.3	-0.1
GPR151 ag	1.5	-0.7	2.1	2.1	0.9	0.2

19: O=C(O)CCSc1n[nH]c(=O)[nH]c1=O
20: Cc1ccc(NC(=O)CSc2nc3ccc(NC(=O)c4ccccc4)cc3s2)cc1Cl
21: CC1CC(C)CN(S(=O)(=O)c2ccc(C(=O)Oc3ccc(/C=C(\C#N)c4nc5ccccc5s4)cc3)cc2)C1 (configuration not stated)
22: C#CC(C)(C)N1CC(C)C(=O)CC1C (configuration not stated)
23: CCOC(=O)c1c(NC(=O)c2cccs2)sc2c1CCCC2
24: C=CCn1c(-c2nonc2N)nc2ccccc21

Compound	19	20	21	22	23	24
TEAD-YAP inh	-4	11	-9	15	9	8
MITF primary	9	4	-1	13	9	0
FBW7 act	0.1	-0.1	-0.1	0.3	0.2	-0.1
GPR151 ag	-1.2	1.1	1.7	-1.0	0.2	-0.9

25: COc1cc(/C=c2/sc3nc4cc(C)c(C)cc4n3c2=O)cc(Br)c1OCC(=O)O
26: CC(=O)c1cccc(Nc2nc(-c3ccccc3)nc3ccccc23)c1
27: COc1ccc(CNCCN2CCOCC2)cc1OC
28: COC(=O)CC(C)(C)/C(C)=N\NS(=O)(=O)c1ccc(C)cc1
29: O=C(O)CCN1C(=O)/C(=C/c2ccc[nH]2)SC1=S
30: OCCC1CN(Cc2cc3ccccc3o2)CCN1Cc1cccs1 (configuration not stated)

Compound	25	26	27	28	29	30
TEAD-YAP inh	2	5	4	7	2	-9
MITF primary	3	10	-9	-2	-3	2
FBW7 act	-0.2	0.0	-0.1	-0.2	0.0	0.0
GPR151 ag	1.1	2.6	-0.5	1.1	-1.7	0.0

31: CCc1ccccc1Nc1nc(N)nc(CSc2nnnn2C)n1
32: Cc1ccc(NC(=O)c2oc3ccc(S(=O)(=O)N4CCOCC4)cc3c2C)cc1Cl
33: O=C(NCc1ccccn1)c1cccc(OC2CCN(C(=O)CCc3ccncc3)CC2)c1
34: Cc1ccc(/C=N/n2c(=O)c(C(C)(C)C)nn3cnnc23)cc1
35: O=C(NC1CC1)c1ccc(-c2nccc(NCc3nc4ccccc4[nH]3)n2)cc1
36: CCOc1ccc(N2CC(C(=O)NCC3CCCO3)CC2=O)cc1 (configuration not stated)

Compound	31	32	33	34	35	36
TEAD-YAP inh	-7	-1	4	-8	18	-5
MITF primary	5	-1	-19	7	5	2
FBW7 act	0.1	-0.1	-0.2	-0.1	-0.2	-0.3
GPR151 ag	0.5	2.3	0.5	-0.1	1.3	0.4

37: COc1ccc(NC(=O)Cn2c(C)nc3sc(C)c(C)c3c2=O)cc1Cl
38: Cc1ccc(-n2nc(C(=O)NCc3ccccn3)c3c4ccccc4n(C)c3c2=O)cc1
39: COc1ccc(NC(=O)c2c(NC(=O)C(C)(C)C)sc3c2CCCCC3)cc1
40: O=C(Nc1ccccc1C(=O)N1CCOCC1)C1CCC(=O)N1C1CCCC1 (configuration not stated)
41: CCc1ccc(NC(=S)N(CCCN2CCOCC2)Cc2ccccn2)cc1
42: O=C(Nc1ccnn1C1CCN(Cc2cccc3nonc23)CC1)c1cccc(F)c1

Compound	37	38	39	40	41	42
TEAD-YAP inh	9	5	-5	-5	3	8
MITF primary	12	26	-6	9	14	7
FBW7 act	-0.1	1.0	0.4	0.3	-0.3	-0.1
GPR151 ag	-0.4	-0.8	-0.1	1.2	-0.5	-0.9

43: CC(=O)C1CC2CC(C)(C)C1CC2=O (configuration not stated)
44: Cc1cc(NC(=O)c2ccc(C)c(S(=O)(=O)N3CCCCCC3)c2)no1
45: COc1ccc(OC)c(N2CC(c3nc4ccccc4n3CC(C)C)CC2=O)c1 (configuration not stated)
46: CCC(Oc1ccccc1)C(=O)O/N=C(\N)c1ccc(OC)c(OC)c1 (configuration not stated)
47: COc1cc2c(cc1OC)C(C(=O)NCCN(C)C)C(c1cccs1)N(C)C2=O (configuration not stated)
48: CCOC(=O)N1CCN(Cn2nc(C3COc4ccccc4O3)oc2=S)CC1 (configuration not stated)

Compound	43	44	45	46	47	48
TEAD-YAP inh	2	4	2	-3	-11	-3
MITF primary	-2	-5	2	1	-17	12
FBW7 act	0.0	0.6	-0.2	0.1	-0.1	0.0
GPR151 ag	0.2	1.5	-1.7	-2.4	-1.1	0.1

49: O=C(CSc1n[nH]c(-c2ccco2)n1)Nc1ccc(I)cc1
50: CN1[C@@H](C(=O)NCCc2ccccc2)C[C@@H](c2ccco2)NS1(=O)=O
51: COCCNC(=O)Cn1ncc2c(C)n(Cc3ccc(C)cc3)c(C)c2c1=O
52: Cc1ccc2cnn(CC(=O)NCc3ccccc3F)c2c1
53: CCc1cc2cc3c(cc2nc1SCC(=O)N(CC)CC)OCO3
54: COc1ccc2c(c1)CC(C(=O)Nc1ccc(-c3cn[nH]c3)cc1O)CO2 (configuration not stated)

Compound	49	50	51	52	53	54
TEAD-YAP inh	3	-4	-7	-44	8	7
MITF primary	20	8	-149	10	9	5
FBW7 act	0.0	-0.1	-0.1	0.8	0.1	-0.2
GPR151 ag	0.5	0.2	0.3	-2.9	-0.4	-1.3

55: Cc1cc(C)nc(SCC(=O)Nc2ncc([N+](=O)[O-])s2)n1
56: COc1ccc(OCC(=O)N/N=C(/C)Cc2ccccc2)cc1
57: CCCCCOc1ccc(/C=c2\sc3nc(=O)c(-c4ccccc4)nn3c2=O)cc1OC
58: CCN1C(=O)/C(=C/C=C2/C=CC=CN2CC)SC1=S
59: CCOC(=O)CSc1nc2cc(S(C)(=O)=O)ccc2n1C(C)C
60: CC(=O)Nc1ccc(NC(=O)C(C)Oc2cccc(C)c2)cc1 (configuration not stated)

Compound	55	56	57	58	59	60
TEAD-YAP inh	-55	-1	-5	-2	-4	1
MITF primary	4	2	-1	4	5	12
FBW7 act	-0.2	0.0	-0.2	-0.2	-0.1	-0.1
GPR151 ag	-4.2	1.4	-1.4	-0.3	-0.9	0.4

61: Cc1cc(C)n(CC(O)Cn2c3ccc(Cl)cc3c3cc(Cl)ccc32)n1 (configuration not stated)
62: NC(=O)c1c(NC(=O)CSc2nnnn2-c2ccc(O)cc2)sc2c1CCC2
63: CCOc1cc2c(cc1OCC)C(c1ccccc1OC(F)F)NCC2 (configuration not stated)
64: O=C(CN1C(=O)c2ccccc2S1(=O)=O)NC1CCCCCCC1
65: CCOC(=O)C1(CCOC)CCN(Cc2cccc(SC)c2)CC1
66: Cc1csc(-c2cnc(N3CCOCC3)c3nccn23)c1

Compound	61	62	63	64	65	66
TEAD-YAP inh	-19	16	-1	11	-5	-37
MITF primary	16	17	2	-2	-10	-19
FBW7 act	0.0	0.0	-0.2	0.3	0.0	-0.2
GPR151 ag	-0.5	0.8	-0.2	0.8	0.2	0.5

67: CCOc1ccc(NC(=O)c2cnn3c2NC(c2ccc(OC)c(OC)c2)CC3C(F)(F)F)cc1 (configuration not stated)
68: N#CC(C#N)=C(NC12CC3CC(CC(C3)C1)C2)C(F)(F)F
69: CC1CC(C)(C)NC(=S)N1CCCC(=O)Nc1ccc(F)c(F)c1 (configuration not stated)
70: CCc1ccc2c(c1)c(=O)c(S(=O)(=O)c1ccc(F)cc1)cn2CC
71: O=C(/C=C/c1ccccc1)NCCSc1c[nH]c2ccccc12
72: O=C1CCC(=O)N1c1ccc(-c2ccc([N+](=O)[O-])cc2)cc1

Compound	67	68	69	70	71	72
TEAD-YAP inh	-7	7	12	2	-3	-6
MITF primary	-1	-1	14	0	13	16
FBW7 act	-0.1	0.0	0.1	-0.1	0.1	0.2
GPR151 ag	1.1	-1.1	2.1	3.5	-0.9	0.3

73: Cc1cc(SCC(=O)N2CCCCC2)nc(=O)[nH]1
74: CCc1ccc(NC(=O)c2ccc(F)c(S(=O)(=O)N(CC)CC)c2)cc1
75: COc1cccc(/C=N/NC(=O)C(C)Oc2ccc(Br)cc2)c1OC (configuration not stated)
76: COc1ccccc1OCCOCCNCCO
77: CCOc1cccc(CN2CCN(c3ccccc3OC)CC2)c1O
78: Nc1ccc2nc(CCc3ccccc3)[nH]c2c1

Compound	73	74	75	76	77	78
TEAD-YAP inh	2	-42	-2	-5	12	-33
MITF primary	-1	-4	4	-2	14	11
FBW7 act	-0.1	-0.1	0.0	-0.1	0.3	0.2
GPR151 ag	2.2	1.4	-0.1	-0.4	1.8	-0.7
